# BRCA1 expr act – activators of BRCA1 expression. MCF7-BRCA1-FFLuc reporter, luminescence, 48 h; response scale: scaled: vehicle 0%, 10 µM genistein 100%. Potency, µM (highest dose often 46.1 µM), inactives show at the top dose activation, actives largely listed as activators. 380,000 compounds, 1.1% hits. AID 624202; further: nearly all actives have a fitted effect of over 80% in size; some results filed as inactive show a strong effect at the top dose
#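 Reporter cells (MCF7, BRCA1 promoter-firefly luciferase) received library compounds across a concentration series for 48 h. End-point luminescence was measured and concentration-effect curves derived after normalization.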
# p53 reactivation – mutant p53 re-activation in reporter cells. AID 504706. H1299 p53-A138V BP100-luciferase reporter, luminescence, 24 h. Potency, µM (series often up to 92.2 µM), for the others: at the highest dose activity change, positive = activation, usual class: activators. 320,000 compounds, 0.063% hits; further: % of control where 0% means no effect; nearly all actives have a fitted effect of over 45% in size
#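 p53-null H1299 cells stably carrying temperature-sensitive p53-A138V and a BP100-luciferase reporter were pinned with compounds (4-point, 1:5 series) and held 24 hrs at 37 deg C. Luminescence was read 10 min after detection reagent.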
# FLuc counter – firefly luciferase modulation, counter-screen for miR-21 project; P08659; purified FLuc, Km substrates, luminescence inhibition; Potency, µM (highest dose often 57.5 µM), for inactives: at the highest dose activity change, negative = inhibition, usual class: inhibitors; 360,000 compounds, 6.9% hits;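 further: plate controls were vehicle for no effect and reference inhibitor for full effect; nearly all actives have a fitted effect of over 55% in size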
# Target sequence (P08659 whole entry, looked up): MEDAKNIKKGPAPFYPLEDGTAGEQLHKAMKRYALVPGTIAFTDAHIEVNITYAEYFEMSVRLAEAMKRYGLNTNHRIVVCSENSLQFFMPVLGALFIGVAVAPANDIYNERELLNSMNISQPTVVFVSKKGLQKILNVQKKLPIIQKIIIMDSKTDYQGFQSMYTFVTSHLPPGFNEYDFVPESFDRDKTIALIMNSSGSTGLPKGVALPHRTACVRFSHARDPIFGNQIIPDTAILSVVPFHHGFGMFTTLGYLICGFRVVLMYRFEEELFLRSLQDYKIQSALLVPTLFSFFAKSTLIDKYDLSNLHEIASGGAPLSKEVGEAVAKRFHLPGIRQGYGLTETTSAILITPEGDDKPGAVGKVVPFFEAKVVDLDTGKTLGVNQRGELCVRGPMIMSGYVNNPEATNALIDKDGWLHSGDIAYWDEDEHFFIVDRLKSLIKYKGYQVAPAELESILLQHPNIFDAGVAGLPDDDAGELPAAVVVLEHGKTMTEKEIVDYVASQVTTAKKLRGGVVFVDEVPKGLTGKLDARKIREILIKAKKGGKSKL
#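 Purified P. pyralis luciferase, 10 nM final, with Km-level 10 uM D-luciferin and 10 uM ATP in 50 mM Tris acetate pH 7.5, 10 mM Mg acetate, 0.01% Tween-20, 0.05% BSA; 6-point qHTS titration about 60 µM downward; luminescence read.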
# uPA generation – cell surface uPA generation inhibition; cell surface uPA generation assay, qHTS; Potency, µM (highest dose often 38.3 µM), for inactives: at the top dose activity change, negative = inhibition, usual class: inhibitors; 330,000 compounds, 0.31% hits; AID 540303; active means well fitted inhibition curve with a large enough effect; inconclusive means small, poorly fitted or top-dose-only effect; inactive means no such curve, though single readings can be large or run the other way; tested in mouse RAW 264.7 cells; further: on the % scale 0 is the no-effect control and ±100 the full control effect; nearly all actives have a fitted effect of over 55% in size
# ELG1 genotox – induces genotoxicity in HEK293T cells with luciferase-tagged ELG1. HEK293T ELG1-luciferase reporter, luminescence, 16 h. Potency, µM (doses to about 46 µM), for the others: at the top dose activity change, positive = activation, most hits filed as activators. 330,000 compounds, 1.3% hits. AID 504466; further: % of control where 0% means no effect; nearly all actives have a fitted effect of over 60% in size
#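 Genotoxicity was scored as increased ELG1-luciferase reporter signal, measured by ONE-Glo luminescence (30 min, room temperature). Compound or vehicle exposure of the HEK293T reporter cells lasted 16 hr at 37°C.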
# Rab9 promoter act – activates the Rab9 promoter. Huh7 Rab9 promoter-luciferase reporter, luminescence, 24 h. Potency, µM (titrated, usually from 9.22 µM), inactives show at the highest dose activation, negative = inhibition, most hits filed as activators. 320,000 compounds, 2.8% hits; further: % of control where 0% means no effect; nearly all actives have a fitted effect of over 60% in size
#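 Huh7 cells stably carrying a Rab9 promoter-luciferase reporter, 1500 cells per well in OP-MEM I with 10% FBS, treated with compound 24 hours at 37C. Luciferase activity read by luminescence after 10 minutes with Amplite reagent.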
# NPC1 promoter act – NPC1 promoter activation. AID 485313. 320,000 compounds, 2.4% hits. Huh7 NPC1 promoter luciferase reporter, 24 h. Potency, µM (highest dose often 9.22 µM), inactives show at the top dose activation, usual class: activators;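 further: % of control where 0% means no effect; nearly all actives have a fitted effect of over 60% in size; reporter is driven by a mutant NPC1 promoter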
#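 Quantitative HTS used a cell-based reporter: Huh7 cells stably bearing the NPC1 promoter upstream of luciferase were treated with compounds for 24 h, and promoter activation was read as luminescence.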
# RORg inh – ROR gamma (mouse) transcription inhibition; Drosophila S2 Gal4-RORgamma UAS-luciferase reporter, 20 h; P51450; 310,000 compounds, 5.4% hits; Potency, µM (doses to about 53.6 µM), for the others: top-dose activity change, negative = inhibition, actives largely listed as inhibitors; AID 2551; further: on the % scale 0 is the no-effect control and ±100 the full control effect; nearly all actives have a fitted effect of over 60% in size
# Target sequence (P51450 whole entry, looked up, the tested form may be a part): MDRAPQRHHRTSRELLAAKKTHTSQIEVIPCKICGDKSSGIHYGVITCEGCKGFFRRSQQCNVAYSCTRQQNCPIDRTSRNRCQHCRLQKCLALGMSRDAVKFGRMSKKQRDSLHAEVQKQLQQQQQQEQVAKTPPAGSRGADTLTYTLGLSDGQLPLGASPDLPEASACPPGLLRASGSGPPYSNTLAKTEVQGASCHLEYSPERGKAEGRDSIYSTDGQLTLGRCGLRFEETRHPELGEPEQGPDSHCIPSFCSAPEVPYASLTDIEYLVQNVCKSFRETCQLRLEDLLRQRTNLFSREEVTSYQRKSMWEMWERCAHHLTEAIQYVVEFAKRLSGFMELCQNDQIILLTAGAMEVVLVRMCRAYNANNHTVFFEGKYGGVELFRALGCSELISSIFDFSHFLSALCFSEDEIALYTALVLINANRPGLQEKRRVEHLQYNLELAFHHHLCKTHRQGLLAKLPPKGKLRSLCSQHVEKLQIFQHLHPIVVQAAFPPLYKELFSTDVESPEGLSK
#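 A Gal4/UAS one-hybrid system in insect cells: metallothionein-promoter Gal4–ROR gamma fusion plus Photinus luciferase reporter. Copper sulfate 700 uM final, 20 hr ambient incubation, luminescent detection after 10 min with reagent.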
# Gal4-VP16 FLuc – counter-screen for ROR gamma inhibitors: Gal4-VP16 reporter; Drosophila S2 Gal4-VP16 UAS-luciferase, luminescence, 20 h; 310,000 compounds, 3.5% hits; Potency, µM (top dose mostly 53.6 µM), for inactives: top-dose activity, negative = inhibition, actives largely listed as inhibitors;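 further: Gal4-VP16 expression switched on by copper sulfate through the metallothionein promoter; on the % scale 0 is the no-effect control and ±100 the full control effect; nearly all actives have a fitted effect of over 50% in size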
# MBNL1 CUG block – blocks human MBNL1 binding to CUG repeat RNA; Q9NR56; TR-FRET MBNL1-His/biotin-(CUG)12 binding, 665/545 ratio; Potency, µM (series often up to 57.5 µM), without a hit: at the top dose activity change, negative = inhibition, most hits filed as inhibitors; 280,000 compounds, 0.036% hits; AID 2675; active means well fitted inhibition curve with a large enough effect in the signal ratio, with a control signal flat, not every such curve was filed as active; inconclusive means small, poorly fitted or top-dose-only effect, or effect the other way, or a change in a side signal; inactive means no such curve, though single readings can be large or run the other way; the % refers to the signal ratio; further: on the % scale 0 is the no-effect control and ±100 the full control effect
#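 MBNL1-His + Biotin-(CUG)12, cpd titration 92 nM–58 uM; Tb anti-His Ab 0.055 ng/ul, SA-XL665 5 nM (final); 60 min RT; ratiometric 665/545 nm, Ex 340 nm; normalized to buffer and full-complex controls.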
# * marks the source's active call; other numbers are inactive results; u = inconclusive; x = not tested or not shown; & = joins results of further samples; [ ] = another dose, or the depositor's remark. Unless noted, the call rests on the fitted dose curve; in most records, active means well fitted curve in the direction sought with a large enough effect; inconclusive means small, poorly fitted or top-dose-only effect, or another doubt; inactive means no such curve, though single readings can be large; an effect the other way counts as inactive or inconclusive. Potency means the concentration at half of the fitted maximal effect.
SMILES,BRCA1 expr act,p53 reactivation,FLuc counter,uPA generation,ELG1 genotox,Rab9 promoter act,NPC1 promoter act,RORg inh,Gal4-VP16 FLuc,MBNL1 CUG block
Cn1c(=O)oc2cc(S(=O)(=O)N3CCC(C(=O)NCc4ccc(F)cc4)CC3)ccc21,6.2%&-20.3%,-2.2%,0.3%&0.0%,7.7%,u,1.3%,-2.8%,2.0%,-4.4%,-6.0%
CC(C)CN(C(=O)CSc1nncn1C)C1CCS(=O)(=O)C1 (stereo unspecified),-0.8%,6.7%,0.6%,2.2%,-0.9%,1.5%,0.3%,x,x,x
C=CCOC(=O)C1=C(C)Nc2nnnn2C1c1cc(OC)ccc1OC (stereo unspecified),-18.9%,0.1%,3.6%,-0.6%,2.0%,0.7%,2.3%,-0.5%,4.7%,3.3%
CC1Cc2ccccc2N1S(=O)(=O)c1cccc(C(=O)N2CC(=O)Nc3ccccc32)c1 (stereo unspecified),2.9%,-2.1%,-2.6%,2.2%,-1.4%,2.3%,-1.6%,66.1%,-8.4%,-5.7%
N#C/C(=C\c1c(F)cccc1Cl)S(=O)(=O)c1ccccn1,-1.1%,8.5%,-2.6%,-0.1%,-1.1%,-2.3%,-3.2%,-11.4%,-2.2%,x
CC(NCc1ccccc1)c1ccccc1O (stereo unspecified),-26.7%,3.8%,4.4%,3.8%,-0.4%,-4.3%,0.4%,12.7%,2.7%,-4.7%
CC1CN(Cc2nnc(-c3ccccc3)o2)CC(C)O1 (stereo unspecified),1.3%,4.3%,-2.4%,1.1%,-0.1%,-0.3%,0.6%,-1.7%,-11.2%,x
Cc1ccc(CNC(=O)CCc2ccccc2)cc1,35.5%,2.1%,-9.6%,3.8%,2.9%,-13.1%,-0.5%,28.6%,-7.4%,-2.0%
COc1ccc(N2CC(O)(c3ccc(F)cc3)[N+]3=C2CCCC3)cc1 (stereo unspecified),-6.9%,12.0%,-1.5%,-3.3%,-5.0%,0.8%,1.4%,4.3%,-2.3%,-1.8%
CCOC(=O)COc1cccc(C2NC(=O)c3ccccc3O2)c1 (stereo unspecified),-19.9%,1.2%,-0.4%,11.4%,0.8%,-2.5%,-0.5%,0.4%,-14.8%,0.8%
COc1ccc(NC(=O)Nc2cccs2)cc1OC,89.9%,4.9%,21.3µM*,-7.7%,u,19.8%,18.2%,10.1%,9.2%,-13.3%
CCN(CC)S(=O)(=O)c1ccc(C)c(NC(=O)COc2ccc(Cl)cc2Br)c1,-16.2%,2.4%,3.1%,-0.4%,12.3%,-6.3%,-8.6%,u,u,-6.2%
COc1ccc(-c2noc(N3CCCC(C(=O)Nc4ccc(C(C)=O)cc4)C3)n2)cc1 (stereo unspecified),82.3%,1.5%,10.7µM*,4.3%,2.9%,27.3%,23.1%,39.9%,11.7%,-2.8%
CN(/N=C/c1ccccc1O)C(=S)c1ccccc1,73.4%,8.9%,u,2.7%,17.3%,u,u,u,u,u
COc1ccc(NC(=O)c2ccco2)c2ccccc12,-42.6%,x,3.9%,u,-3.2%,-1.8%,-0.6%,-13.1%,13.0%,15.0%
CCOC(=O)c1c(N)sc(C(=O)N(CC)CC)c1C,-13.0%,-1.0%,1.5%,-2.0%,0.4%,-5.6%,0.1%,-6.2%,-5.4%,2.9%
Cc1cc(C)c(S(=O)(=O)c2ccccc2)c(N(C)C)n1,-1.6%,-5.3%,1.2%,-3.1%,-1.1%,-1.9%,-4.8%,-29.0%,7.8%,-8.7%
C[C@H]1CN([C@@H](C)CO)C(=O)Cc2cc(NC(=O)CCC(F)(F)F)ccc2O[C@H]1CN(C)CC1CC1,-8.1%,-6.6%,x,1.7%,2.6%,x,x,x,x,x
CC(C)(C)c1cccc(P(=O)(c2ccccc2)c2ccccc2)c1O,-17.5%,-1.6%,1.3%,-1.4%,0.1%,-2.2%,-0.1%,-6.6%,3.7%,x
CCNC(=S)Nc1cc(OC)c(NC(=O)c2ccco2)cc1OC,-2.7%,1.2%,-2.3%,-3.0%,-3.1%,-8.2%,-0.7%,12.6µM*,-9.9%,-1.1%

# The list goes on; the last 2 above are carried over.
SMILES,BRCA1 expr act,p53 reactivation,FLuc counter,uPA generation,ELG1 genotox,Rab9 promoter act,NPC1 promoter act,RORg inh,Gal4-VP16 FLuc,MBNL1 CUG block
CC(C)(C)c1cccc(P(=O)(c2ccccc2)c2ccccc2)c1O,-17.5%,-1.6%,1.3%,-1.4%,0.1%,-2.2%,-0.1%,-6.6%,3.7%,x
CCNC(=S)Nc1cc(OC)c(NC(=O)c2ccco2)cc1OC,-2.7%,1.2%,-2.3%,-3.0%,-3.1%,-8.2%,-0.7%,12.6µM*,-9.9%,-1.1%
O=[N+]([O-])c1ccc(NCCCO)c(S(=O)(=O)N2CCOCC2)c1,-9.2%,-2.8%,-4.0%,-5.1%,3.6%,0.0%,0.8%,-0.6%,-14.1%,u
C/C(=N\NC(=O)CSCc1ccccc1Cl)c1cc(O)ccc1O,-15.6%,3.3%,19µM*,2.51µM*,u,-22.1%,-23.4%,5.01µM*,11.2µM*,-9.1%
O=C(COC(=O)C1=COCCO1)NC1CCCCC1,22.7%,15.7%,-10.0%,-0.2%,4.0%,1.2%,10.0%,x,x,x
CC(=O)N(Cc1cccs1)Cc1cc2ccc(C)c(C)c2nc1Cl,-21.1%,-3.0%,-11.4%,-22.2%,-7.9%,10.8%,3.6%,-2.8%,-18.6%,x
COc1ccc(CCNCC(=O)Nc2ccc(C)c(Br)c2)cc1OC,-24.8%,x,1.0%,-5.2%,2.3%,-0.3%,0.0%,18.1%,-1.4%,-1.6%
COc1ccc(S(=O)(=O)N/N=C/c2ccc(OCCN3CCOCC3)c(OC)c2)cc1,67.4%,-1.0%,-0.9%,-1.6%,8.4%,22.8%,14.2%,u,-20.9%,5.4%
CC(C)(C)n1nnnc1C(c1cccs1)N(Cc1ccccc1)Cc1ccco1 (stereo unspecified),-40.4%,-1.4%,2.1%,-11.1%,-4.6%,-3.3%,-3.9%,1.2%,1.9%,-0.2%
Cc1cccc(CSCCNC(=O)CN(c2cc(C)cc(C)c2)S(C)(=O)=O)c1,-19.9%,-1.2%,-0.6%,3.7%,-3.1%,0.9%,0.2%,26.6%,-3.1%,1.0%
COc1ccc(S(=O)(=O)N2CCC(C(=O)NCc3ccncc3)CC2)cc1OC,1.4%,2.3%,3.1%,2.9%,1.3%,-3.5%,-3.0%,11.8%,3.8%,-0.4%
N#CCCN1CCN(C(=O)c2c(N)no[n+]2[O-])CC1,3.7%,2.5%,0.2%,12.5%,-1.4%,0.0%,-3.5%,-17.4%,2.3%,-7.4%
CCc1cccc(NS(=O)(=O)c2ccc(-n3cccn3)cc2)c1,-10.3%&-40.3%,7.6%,u,-3.5%,-0.4%,-2.2%,0.4%,u,-24.3%,3.3%
COc1ccc(OC)c(NC(=O)Cn2c(=O)oc3ccccc32)c1,-31.7%,-6.2%,4.2%,-3.2%,1.3%,-5.1%,2.0%,-3.5%[10 µM],-1.0%,4.5%
O=C(CC1NCCNC1=O)Nc1ccc([N+](=O)[O-])cc1 (stereo unspecified),21.9%,2.3%,-2.0%,4.0%,6.2%,-3.2%,-1.0%,-0.8%,-9.4%,u
O=C(Nc1ccccc1)N1CCN(c2ccccn2)CC1,51.4%,15.5%,-1.4%,5.2%,-0.9%,-2.6%,-1.1%,13.1%,-3.9%,1.4%
CCOC(=O)C1CCN(C2CC(=O)N(c3cccc(Cl)c3)C2=O)CC1 (stereo unspecified),14.2%,7.7%,-5.8%[2.3 µM],-3.3%,-0.3%,-0.9%,-0.9%,-117.3%,11.4%,14.3%
CCN1CCN(C(=S)Nc2cccc([N+](=O)[O-])c2)CC1,2.2%,-2.0%,1.1%,-5.9%,-0.7%,0.8%,5.7%,u,-6.0%,14.7%
COc1cc(C(C(=O)NC2CCCC2)N(C(=O)c2ccco2)c2ccccc2C(C)=O)cc(OC)c1OC (stereo unspecified),-5.9%,0.3%,0.3%,-1.1%,-0.7%,-5.4%,2.6%,-0.8%,5.3%,-1.3%
O=C1C(c2ccc(F)cc2)N(Cc2ccc3c(c2)OCO3)C(=O)CN1C1CCCC1 (stereo unspecified),-14.5%,9.5%,0.8%,x,-5.3%,-1.0%,-2.3%,9.8%,4.9%,-2.9%
CC(C)CCN1CCN(Cc2nc(-c3ccccc3)cs2)CC1CCO (stereo unspecified),7.5%,-1.1%,-1.9%,-0.1%,2.1%,-3.9%,-12.7%,0.5%,3.8%,1.6%
O=C(CCC(=O)OCc1ccc(Br)cc1)Nc1ccccc1,-2.4%,-8.5%,-0.4%,10.3%,1.1%,-1.7%,-1.7%,1.6%,-8.0%,x
CN1CCN(c2ccccc2NC(=O)c2c(F)cccc2F)CC1,2.1%,3.1%,-2.2%,3.0%,8.1%,-11.5%,-4.5%,8.3%,-6.7%,1.2%
C=CCOC(=O)C1=C(C)NC(SC)=C(C#N)C1c1ccc(OCC)cc1 (stereo unspecified),-75.6%&-46.8%[inhibitor],-5.9%,-1.3%,-8.0%&-8.3%,8.0%,-0.5%,-2.1%,-0.8%,1.2%,19.8%
CCOC(=O)C1=C(COC(=O)[C@@H]2CCCN2S(=O)(=O)c2ccc(C)cc2)NC(=O)NC1C (stereo partly specified),-13.4%,-5.8%,-1.8%,-4.2%,1.7%,1.0%,-5.2%,-22.9%,-12.3%,-1.2%
